From PubChem
KOR beta-arrestin-1: KOR antagonists, beta-arrestin recruitment, cell-based, luminescence, uHTS (AID 1778); KOR beta-arrestin recruitment, luminescence, antagonist mode; higher % means a stronger effect; inhibition, % at 10 µM; hits with a dose series show IC50 in µM; hit rate 0.091% among 290,000; further: strong numbers were not always called active
Siah-1 displacement: blockers of Siah-1 interaction with plectin peptide – biochemical, fluorescence polarization, rhodamine-plectin, uHTS, primary screen (AID 1817) | Siah-1 / rhodamine-plectin peptide fluorescence polarization; higher % means a stronger effect | displacement, % at 20 µM; hits with a dose series show IC50 in µM | hit rate 0.02% among 290,000;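 active means displacement of at least 50% at 20 µM, with a fluorescence ratio check between 0.3 and a set limit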;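 further: plate controls were Siah plus tracer with DMSO for no effect and tracer alone without Siah for full effect; strong numbers were not always called active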
Myeloid diff MLP: compounds promoting myeloid differentiation; ER-HoxA9 myeloid progenitors, lysozyme-GFP differentiation, flow cytometry; calls only at 10 µM; hit rate 1% among 360,000;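 active means normalized GFP-positive differentiation at or above the plate's own cutoff, the solvent-only control mean plus 3 SD; inconclusive means no clear call, values can overlap the other calls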;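 further: cells exposed to compound for four days before flow analysis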
LYP phosphatase: PTPN22 lymphoid phosphatase activity blockers – biochemical, fluorescence intensity, uHTS (AID 1779); recombinant LYP phosphatase, fluorescence intensity; higher % means a stronger effect; one-dose inhibition, % at 11.5 µM; IC50 in µM for titrated hits; hit rate 0.054% among 290,000;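 further: plate controls were vehicle with enzyme for no effect and no enzyme for full effect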
HEK293 NOD2/NF-kB: NOD2 signaling inhibitors, cell-based, luminescence, uHTS, HEK293 (AID 1566); hit rate 0.63% among 290,000; HEK293 NOD2/NF-kB luciferase reporter, luminescence; higher % means a stronger effect; one-dose inhibition, % at 4 µM; EC50 in µM for titrated hits; further: many of its hits are not listed in these tables
HIV peptide binding: inhibitors of HIV fusion peptide binding, primary screen, biochemical, uHTS, fluorescence dequenching (AID 1986); cell-free peptide binding, fluorescence dequenching, 30 min; higher % means a stronger effect; inhibition, % at 20 µM; hits with a dose series show IC50 in µM; hit rate 0.3% among 290,000; in the data active means inhibition mostly above about 52%, no sharp cut-off; inactive means mostly below about 76%; further: some results filed as inactive read as strong as hits
PhoP inhibition: PhoP-dependent GFP reporter repression – Salmonella Typhimurium, primary screen (AID 1863). inhibition, % at 50 µM; hits with a dose series show IC50 in µM. hit rate 0.16% among 300,000. S. Typhimurium PhoP-regulated promoter GFP reporter, 4 h; higher % means a stronger effect;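 active means inhibition over 29.93%, a cutoff 3 SD above the screen mean, later confirmed by dose response; inconclusive means inhibition over 29.93% but no dose response follow-up; inactive means inhibition at most 29.93% or unconfirmed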;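 further: 0% = low Mg2+ inducing control and 100% = high Mg2+ repressing control; strong numbers were not always called active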
KOR beta-arrestin-2: kappa opioid receptor activators – cell-based, luminescence, uHTS, primary screen (AID 1777); KOR beta-arrestin recruitment, luminescence; higher % means a stronger effect; activation, % at 10 µM; hits with a dose series show EC50 in µM; hit rate 0.02% among 280,000; in the data active means activation above about 50%, passing the limit was not always enough; further: a part of the inactive calls stands beside numbers as strong as those of hits
NOD1 NF-kB reporter: NOD1 signaling inhibitors, primary screen, cell-based, luminescence, uHTS (AID 1578); NOD1-driven NF-kB luciferase reporter cells, luminescence; higher % means a stronger effect; inhibition, % at 4 µM, or EC50 in µM where a hit was titrated; hit rate 1% among 290,000; in the data active means inhibition mostly above about 36%, no sharp cut-off; inactive means mostly below about 34%;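 further: HEK-293T reporter cells stimulated with the NOD1 agonist gamma-tri-DAP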
Myeloid diff MLP GFP+ MAC1+ %: further read-out of Myeloid diff MLP, marked with its call; GFP+ MAC1+ double positive, %; measured here: differentiation confirmed by MAC1 staining
Active calls of the source: *; i = inactive; u = inconclusive; x = not tested or not shown; + = active, no number; & = joins results of further samples; [ ] = remark or other dose. Unless noted, no stated cut-off is given here; in the data, active means inhibition above about 50%; inactive means the rest. These rows are one share of the data; count on the stated rates, not on these rows.

SMILES	KOR beta-arrestin-1	Siah-1 displacement	Myeloid diff MLP	Myeloid diff MLP GFP+ MAC1+ %	LYP phosphatase	HEK293 NOD2/NF-kB	HIV peptide binding	PhoP inhibition	KOR beta-arrestin-2	NOD1 NF-kB reporter
C=CCOC(=O)Nc1c(C(=O)OC)[nH]c2ccc(Cl)cc12	-7%	-4%	i	1.0	4%	4%	0.7%	4%	29%	-18%
CCc1ccccc1NCC(=O)Nc1ccccc1C(=O)OC	-40%	5%	i	0.3	3%	-17%	0.0%	20%	-0.1%	-23%
COc1ccc(C(C(=O)NC(C)(C)C)N(C(=O)CCC(=O)Nc2cc(C)on2)c2cc(C)cc(C)c2)cc1 (stereo not drawn)	-3%	-1%	i	0.6	1%	3%	-0.7%	4%	-2.6%	-26%
Clc1ccc(OCCSCc2nc3ccccc3[nH]2)cc1	2%	-6%	x	x	0%	8%	0.7%	6%	-2.4%	26%
OCC(CO)(CO)NCC(O)CN1c2ccccc2Sc2ccccc21 (stereo not drawn)	39%	-4%	i	0.7	-5%	10%	-2.0%	6%	-3.3%	8%
O=C(c1ccc(Cl)c([N+](=O)[O-])c1)N(c1ccccn1)c1ccccn1	16%	-4%	i	1.5	-7%	-1%	1.7%	6%	7.0%	8%
Cn1c(=O)c2ccccc2n(Cc2ccccc2Cl)c1=O	-50%[20 µM]	-10%	i	2.3	-8%	13%	0.6%	0%	1.2%	47%
C/C(=N\Nc1cccc(C(F)(F)F)c1)c1ccc(O)cc1	-15%	-1%	i	0.1	3%	-26%	-0.2%	2%	4.6%	-24%
Cc1nc2ccc([N+](=O)[O-])cc2nc1C	-9%	-5%	i	0.4	-4%	12%	-1.5%	22%	-1.7%	-16%
CCC(C)C(NC(=O)c1ccccc1NC(=O)c1ccco1)C(=O)NNC(=O)c1ccc(OC)cc1 (stereo not drawn)	10%	6%	i	1.2	2%	8%	2.3%	-3%	-3.7%	8%
COc1cccc(/C=C/C(=O)OCC(=O)c2cc(C)n(CC3CCCO3)c2C)c1OC (stereo not drawn)	-13%	2%	i	0.4	8%	-2%	1.9%	-11%	-1.7%	-7%
COc1ccc(OC)c(NC(=O)COc2ccc(S(=O)(=O)NC(C)C)cc2)c1	-6%	1%	i	2.6	-8%	1%	2.1%	7%	-2.9%	-12%
COc1ccc(S(=O)(=O)NC(C)C(=O)Nc2ccccc2C(F)(F)F)cc1 (stereo not drawn)	-26%	2%	i	7.2	-5%	-3%	1.4%	5%	-0.2%	-9%
CCc1c(C(=O)NC2CCCc3ccccc32)[nH]c(C)c1C(C)=O (stereo not drawn)	-22%	-3%	i	1.4	-3%	-34%	1.3%	-11%	1.9%	-11%
COc1cccc(-c2nn(-c3ccccc3)cc2C(=O)O)c1	16%	3%	i	0.2	-4%	13%	-0.1%	-7%	-0.2%	14%
N/C(Cc1ccc([N+](=O)[O-])cc1)=N\OC(=O)c1cccc(Br)c1	-72%[20 µM]	1%	i	0.3	-3%	-27%	-0.1%	-12%	0.0%	-15%
CCN1C(=O)[C@H]2[C@@H](c3ccc(C)cc3)N3C(=O)N(c4ccccc4)C(=O)[C@@]3(CC)[C@H]2C1=O	-23%[20 µM]	2%	i	1.2	-12%	0%	0.6%	-3%	-6.7%	4%
O=C1c2ccccc2C(=O)C1Cc1cccc2ccccc12	2%	2%	i	2.2	0%	-2%	15%	7%	-1.7%	6%
CCN1CCN(CCNC(=O)c2ccc(/C=C3/Sc4ccccc4N(Cc4ccccc4C)C3=O)cc2)CC1	-28%	-3%	+	1.0*	-24%	24%	7.0%	4%	38%	-20%
Oc1c(Br)cc(Br)cc1CNc1cccc2cccnc12	-1%	12%	i	0.3	-3%	41%	25%	10%	1.9%	29%
COc1c(C(O)CC(C)C)ccc2c1C(=O)OCc1cc(C)cc(O)c1O2 (stereo not drawn)	-33%	0%	i	3.5	5%	29%	6.5%	-4%	0.9%	16%
S=c1[nH]nc(-c2ccncc2)n1/N=C/c1cn(-c2ccccc2)nc1-c1ccccc1	28%	-2%	i	0.3	-5%	-30%	-0.4%	0%	7.0%	-10%
C/C(=N\NC(=O)CSc1nc2nc(C)cc(C)n2n1)c1ccccc1	-19%	0%	i	2.0	3%	10%	-1.4%	0%	3.3%	-23%
CN(Cc1ccccc1)C(=S)NC(=O)C1CCCCC1	-28%	2%	i	0.3	-1%	-11%	-1.0%	-7%	-3.7%	-17%
COc1ccc2[nH]c(=O)c(CN(C(=O)c3cccnc3)c3cccc(C)c3)cc2c1	22%	1%	i	1.0	-8%	18%	-0.3%	0%	-0.1%	-7%
COC(=O)c1sc(S(=O)(=O)N2CCC(C(=O)O)CC2)c(C(=O)OC)c1C	19%	-7%	i	1.5	-3%	-1%	-0.2%	8%	-1.2%	1%
O=C(N/N=C/c1c[nH]c2ccccc12)c1cc(-c2cccc3ccccc23)n[nH]1	16%	-2%	i	0.1	1%	2%	2.1%	52%	-1.5%	17%
CCn1c(=Nc2ccc(N3CCOCC3)cc2)ccc2ccccc21	25%	2%	i	0.8	-3%	-5%	0.4%	-7%	-1.3%	x
CN1CCN(c2ccc(NC(=O)c3ccccc3Br)cc2)CC1	1%	-4%	i	0.7	-6%	-4%	-2.0%	8%	-1.1%	-36%
O=c1[nH]c(CSc2cccc[n+]2[O-])nc2ccccc12	8%	16%	i	0.0	-6%	-4%	-0.1%	-9%	6.7%	-15%

3 of these compounds, set out differently:
COc1c(C(O)CC(C)C)ccc2c1C(=O)OCc1cc(C)cc(O)c1O2 (stereo not drawn)
  KOR beta-arrestin-1 = -33%
  Siah-1 displacement = 0%
  Myeloid diff MLP = i
  Myeloid diff MLP GFP+ MAC1+ % = 3.5
  LYP phosphatase = 5%
  HEK293 NOD2/NF-kB = 29%
  HIV peptide binding = 6.5%
  PhoP inhibition = -4%
  KOR beta-arrestin-2 = 0.9%
  NOD1 NF-kB reporter = 16%

S=c1[nH]nc(-c2ccncc2)n1/N=C/c1cn(-c2ccccc2)nc1-c1ccccc1
  KOR beta-arrestin-1 = 28%
  Siah-1 displacement = -2%
  Myeloid diff MLP = i
  Myeloid diff MLP GFP+ MAC1+ % = 0.3
  LYP phosphatase = -5%
  HEK293 NOD2/NF-kB = -30%
  HIV peptide binding = -0.4%
  PhoP inhibition = 0%
  KOR beta-arrestin-2 = 7.0%
  NOD1 NF-kB reporter = -10%

C/C(=N\NC(=O)CSc1nc2nc(C)cc(C)n2n1)c1ccccc1
  KOR beta-arrestin-1 = -19%
  Siah-1 displacement = 0%
  Myeloid diff MLP = i
  Myeloid diff MLP GFP+ MAC1+ % = 2.0
  LYP phosphatase = 3%
  HEK293 NOD2/NF-kB = 10%
  HIV peptide binding = -1.4%
  PhoP inhibition = 0%
  KOR beta-arrestin-2 = 3.3%
  NOD1 NF-kB reporter = -23%

Structures shown so far with a CF3 group:
SMILES	KOR beta-arrestin-1	Siah-1 displacement	Myeloid diff MLP	Myeloid diff MLP GFP+ MAC1+ %	LYP phosphatase	HEK293 NOD2/NF-kB	HIV peptide binding	PhoP inhibition	KOR beta-arrestin-2	NOD1 NF-kB reporter
C/C(=N\Nc1cccc(C(F)(F)F)c1)c1ccc(O)cc1	-15%	-1%	i	0.1	3%	-26%	-0.2%	2%	4.6%	-24%
COc1ccc(S(=O)(=O)NC(C)C(=O)Nc2ccccc2C(F)(F)F)cc1 (stereo not drawn)	-26%	2%	i	7.2	-5%	-3%	1.4%	5%	-0.2%	-9%

(further entries)
SMILES	KOR beta-arrestin-1	Siah-1 displacement	Myeloid diff MLP	Myeloid diff MLP GFP+ MAC1+ %	LYP phosphatase	HEK293 NOD2/NF-kB	HIV peptide binding	PhoP inhibition	KOR beta-arrestin-2	NOD1 NF-kB reporter
Cc1cccc(OCC(=O)NCC(=O)N/N=C/c2ccccc2)c1	12%	5%	i	1.2	-12%	10%	0.8%	2%	-3.7%	-9%
CN1C(=O)CS(=O)c2ccc(C(=O)NC3CC3)cc21 (stereo not drawn)	4%	-1%	i	7.3	-3%	-6%	3.5%	8%	-9.0%	-1%
O=c1oc2ccccc2c(N2CCCCC2)c1CN1CCCCC1	-44%	-3%	i	1.7	-1%	15%	13%	6%	0.4%	-13%
CC1=CC(C)(C)NC(=S)N1c1ccc2ccccc2c1	24%	-5%	i	1.4&1.6	-3%	-9%	-0.3%	-11%	-1.5%	-7%
Cc1cccc(NS(=O)(=O)c2csc(C(N)=O)c2)c1	-15%	-5%	i	0.9	-3%	16%	-0.5%	2%	1.1%	-2%
CCCCOc1ccc(-c2c(C#N)c(N)nc(SCC(N)=O)c2C#N)cc1	-6%	-6%	i	1.3	12%	9%	5.2%	-10%	0.6%	-32%
CNc1cc(CS(=O)c2ccccc2)nc(-c2ccccc2)n1 (stereo not drawn)	-24%	1%	i	0.8	2%	-14%	-0.1%	-5%	2.8%	-3%
O=C1N(c2ccccc2)C[C@@H]2C[C@@H](c3cc4ccccc4o3)N3CCC[C@@]123	-13%[20 µM]	-1%	u	x	-2%	-72%	2.8%	-6%	x	98%*
CCN1CCN(C(=O)c2cc3c(=O)oc4ccc(C)cc4c3s2)CC1	-3%	2%	i	1.8	-1%	-4%	0.0%	1%	-1.9%	-8%
COc1ccccc1N1CCN(C(=O)C(C)N(c2ccc(C)cc2)S(C)(=O)=O)CC1 (stereo not drawn)	-9%	6%	i	1.4	-8%	10%	0.6%	11%	-3.6%	-8%
COc1ccccc1N1CCN(C(=O)c2cc3ccccc3[nH]2)CC1	-11%	-6%	i	0.6	-4%	5%	1.5%	4%	-0.8%	16%
Cc1cnc(NC(=O)c2sc3ccccc3c2Cl)s1	-2%	11%	i	0.6	1%	-88%	3.1%	6%	-5.0%	105%*
CCCCN(CC)CCNC(=O)Cn1cc2c(n1)-c1c(oc(C(=O)N3CCCC3)c1C)CC2	-26%	0%	i	0.3	-4%	11%	1.0%	-6%	-5.1%	-14%
CCOC(=O)c1ccc(NC(=S)NCc2ccco2)cc1	5%	11%	i	0.4	-6%	0%	-1.8%	-7%	1.6%	-9%
CC(=O)Nc1ccc(S(=O)(=O)N(Cc2ccco2)Cc2cc3ccccc3[nH]c2=O)cc1	-5%	-5%	i	2.5	-10%	31%	0.5%	0%	-1.4%	32%
CSc1ccc(CN2CCc3c([nH]c4ccccc34)C2)cc1	-76%[20 µM]	2%	i	0.5	-4%	15%	2.4%	2%	0.1%	-10%
COc1ccc(C2CC(c3ccc(Br)cc3)=NN2C(=O)CSC2=NCCS2)cc1 (stereo not drawn)	25%	6%	i	0.2	4%	2%	-0.7%	-4%	-2.0%	-39%
CCNc1nc(NCC)nc(N/N=C/c2cc(OC)c(OC)c(OC)c2)n1	6%	0%	i	0.9	-2%	7%	0.3%	-2%	-0.8%	-12%
COc1ccc(CNC(=O)C(OC(=O)c2ccco2)c2ccccc2)cc1 (stereo not drawn)	-9%	-3%	i	0.4	-4%	19%	-0.4%	5%	-0.3%	2%
O=C(CCc1nc(-c2ccc(Cl)cc2)no1)NC1CCCCC1	10%	-1%	i	0.9	-8%	19%	2.0%	-4%	1.9%	-6%
O=C(Nc1nsc(-c2ccccc2)n1)c1ccc(F)cc1	47%	15%	i	0.5	-9%	-21%	0.3%	-9%	-4.9%	-42%
